Screening results as filed in PubChem BioAssay.
HepG2 tox = kills HepG2 cells in TGF-b inhibitor counter-screen | hit rate 0.76% among 410,000 | Potency, µM (series often up to 46.1 µM), inactives show top-dose activity change, negative = cytotoxicity, most hits filed as cytotoxic | HepG2 CAGA-GFP viability, ATP luminescence, 18 h; also: potency is read from the fitted curve at half-maximal effect; some results filed as inactive show a strong effect at the top dose
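HepG2 CAGA-GFP cells (1000/well, DMEM with 1% FBS) received compound, then TGF-beta at 500 pg/mL final, and were incubated 18 hours at 37 degrees C. Viability was read by CellTiter-Glo luminescence. Media-only wells were set as complete cell-killing and DMSO as no toxicity.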
HT1080-NT tox = kills 2HG-producing HT-1080-NT fibrosarcoma cells; HT-1080-NT fibrosarcoma viability, CellTiter-Glo ATP luminescence, 48 h; Potency, µM (series often up to 46.1 µM), for inactives: at the highest dose activity, negative = less viability, hits mostly cytotoxic; hit rate 1.6% among 360,000;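 also: NT is the 2HG producing partner of a matched IDH1 knockdown line; potency is read from the fitted curve at half-maximal effect; 0% = DMSO-treated cells and -100% = media-only wells without cells; nearly all actives have a fitted effect of over 55% in size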
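Fibrosarcoma NT cells, 750 per well in 5% FBS RPMI, were exposed to compound for 48 hours. Viability: CellTiter-Glo luminescence.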
ATXN2 expr inh = inhibitors of ATXN2 expression; hit rate 0.72% among 360,000; HEK-293 ATXN2-luciferase reporter, luminescence, 24 h; Potency, µM (titrated, usually from 57 µM), for inactives: at the highest dose activity change, negative = inhibition, hits mostly inhibitors; AID 1745845; also: potency is read from the fitted curve at half-maximal effect; % is scaled to controls: 0 for no effect and ±100 for the full control effect; nearly all actives have a fitted effect of over 55% in size
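qHTS (up to 57 uM final) was run with 24 h compound exposure of reporter cells at 37 °C. Each well was multiplexed: SteadyGlo luminescence measured ATXN2-luciferase expression after a fluorogenic Gly-Phe-AFC viability readout (25 uM final).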
ATXN viability = viability counter-screen for ATXN expression inhibitors. hit rate 0.49% among 400,000. S2 cells (HEK-293 line with an ATXN2-luciferase reporter) viability, CellTiter-Fluor protease fluorescence, 24 h. Potency, µM (doses to about 56.7 µM), actives largely listed as cytotoxic; also: potency is read from the fitted curve at half-maximal effect; nearly all actives have a fitted effect of over 40% in size
SW480 rereplic = inducers of DNA re-replication in SW480 colon cancer cells. AID 624297. Potency, µM (series often up to 46.1 µM), for inactives: top-dose re-replication activation, actives largely listed as activators. hit rate 1.8% among 340,000. SW480 DNA re-replication, Hoechst DNA content imaging, 48 h; also: potency is read from the fitted curve at half-maximal effect; % of control where 0% means no effect; nearly all actives have a fitted effect of over 55% in size
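Image-based DNA-content assay: after two days of treatment, nuclei were labelled with the DNA dye Hoechst and imaged, and hits were compounds raising the count of nuclei showing high fluorescence intensity.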
HT1080 IDH1KD tx = toxicity to HT-1080 IDH1 knockdown cells (counter line) | Potency, µM (doses to about 46.1 µM), inactives show at the highest dose activity, negative = toxicity, most hits filed as cytotoxic | HT-1080 IDH1 knockdown viability, ATP luminescence, 48 h | AID 686971 | hit rate 2% among 360,000;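 also: potency is read from the fitted curve at half-maximal effect; 0% = DMSO wells and -100% = cell-free medium wells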
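In this qHTS, HT-1080 cells depleted of IDH1 are exposed for 48 h at 37 °C to compound titrations. Toxicity is scored from CellTiter-Glo luminescence, with DMSO as full viability and medium alone as none.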
IL1B secr inh = inhibitors of inflammasome signaling (IL-1 beta secretion); THP-1 LPS/ATP IL-1B secretion, AlphaLISA, 16 h; hits give low values; activity change, % at 57.5 µM; hit rate 4.7% among 360,000; AID 743279; in the data active = activity change below about -50%; inconclusive = mostly about -30% to -49%; also: % is scaled to controls: 0 for no effect and ±100 for the full control effect
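THP-1 cells pretreated 1 hr with compounds (up to 57.5 uM final), then stimulated with LPS (250 ng/mL final) plus ATP (1.25 mM final); secreted IL-1B measured by AlphaLISA after 16 hr, decreased signal indicating inhibition.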
MCF10A rereplic = induces DNA re-replication in MCF 10a normal breast cells; Potency, µM (top dose mostly 46.1 µM), for the others: top-dose activity, positive = re-replication, usual class: activators; hit rate 2.9% among 350,000; MCF 10A DNA re-replication, Hoechst nuclear intensity, 48 h; also: potency is read from the fitted curve at half-maximal effect; % of control where 0% means no effect; nearly all actives have a fitted effect of over 50% in size
KB-3-1 cytotox = KB-3-1 parental cell cytotoxicity; KB-3-1 viability, CellTiter-Glo ATP luminescence, 72 h; Potency, µM (highest dose often 46.1 µM), inactives show at the highest dose activity change, negative = cytotoxic, usual class: cytotoxic; hit rate 1.4% among 400,000; also: potency is read from the fitted curve at half-maximal effect; % is scaled to controls: 0 for no effect and ±100 for the full control effect; nearly all actives have a fitted effect of over 60% in size
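Cytotoxicity in the drug-sensitive parental line KB-3-1 was scored as loss of CellTiter-Glo luminescence following 72 h incubation with compound. Values come from curve fitting of normalized concentration-response data.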
* hit, by the source's call; i = inactive; ? = inconclusive; / = no result given; & = joins results of further samples; [ ] = another dose, or the depositor's remark. Unless noted, calls follow the shape of the dose curve; as a rule, active = well fitted curve in the direction sought with a large enough effect; inconclusive = small, poorly fitted or top-dose-only effect, or another doubt; inactive = no such curve, though single readings can be large; an effect the other way counts as inactive or inconclusive.

SMILES	HepG2 tox	HT1080-NT tox	ATXN2 expr inh	ATXN viability	SW480 rereplic	HT1080 IDH1KD tx	IL1B secr inh	MCF10A rereplic	KB-3-1 cytotox
Cc1ccc(-c2nc3ccccc3n2C(C)C(=O)NC(C)(C)C)cc1 (stereo unspecified)	/	16%	/	/	/	9%	3	/	-3%
Cc1c(C(=O)Nc2cccc(Cl)c2)c2ccccn2c1CCc1ccncc1	-14%	-19%	?	?	?	?	-189*	7.3µM*	-26%
O=C(Cn1c(SCCOc2ccccc2Cl)nc2ccccc21)N1CCCCC1	-22%	/	-18%	?	/	/	/	/	-16%
CCC(=O)Nc1cc2nn(-c3ccccc3)nc2cc1Cl	-35%	24%	37%[activator]	i	-1%	18%	17	?	-3%
COCCNC(=O)C1(C)CCCN(Cc2ccc(Oc3ccccc3)cc2)C1 (stereo unspecified)	-20%	2%	0%	i	/	-18%	17	/	-26%
C=CCCN([C@@H](C)C(=O)OC)S(=O)(=O)c1ccccc1Br	-16%	12%	4%	i	-19%	4%	34	-13%	0%
Cc1ccc(N=Cc2ccccc2O)cc1Cl	23%	-3%	49%[activator]	?	-5%	-2%	-10	2%	4%
Clc1ccccc1CNc1nc2ccccc2n2cnnc12	-12%	5%	/	i	0%	14%	0	-2%	0%
O=c1[nH]c(/C(Cl)=C/c2cccc(F)c2)nc2cc(C(F)(F)F)ccc12	0%	3%	-32%	i	-3%	6%	8	?	?
CN1CCC(Oc2ccc(Sc3ccccc3)cc2)CC1	-20%	-11%	0%	?	11%	-18%	-55*	31%	?
COc1ccc(C(NC(=O)C2CCN(CCOc3ccc(Cl)cc3)CC2)c2cccs2)cc1 (stereo unspecified)	-61%	21µM*	-24%	?	/	?	-71*	/	-9%
COc1ccc(-n2cnnc2SCc2csc(-c3ccccc3)n2)cc1	-7%	-2%	-7%	i	-3%	0%	8	2%	-1%
CCOC(=O)c1c(NC(=O)Cn2cnc3sc(C)c(-c4ccccc4)c3c2=O)sc(C)c1C	11%	19%	-12%[11.3 µM]	i	-13%&5%	12%	-3	-16%&-33%	-6%
Cn1nc(-c2ccc(Cl)cc2)cc1NC(=O)Nc1ccccc1	1%	-23%	26%	i	-30%[inhibitor]	-25%	-26	-2%	2%
Cc1ccc2cc(NC(=O)c3ccccc3)ccc2n1	-36%	-7%	-10%	i	-11%	-11%	0	-4%	-13%
O=C(Cc1ccccc1)NNC1CC(=O)N(c2ccc(Br)cc2)C1=O (stereo unspecified)	38%	8%	1%	i	-7%	21%	4	-11%	-2%
CCCCCCCc1nc2sc3c(c2c(=O)n1N)CC(C)(C)OC3	23%	14%	3%	i	22%	-1%	37	?	-7%
CC(C)NC(=O)CN1C(=O)c2ccccc2S1(=O)=O	3%	0%	-5%	i	-2%	7%	23	2%	-8%
O=C(NCc1ccccc1C(F)(F)F)C1CCC(=O)N(CCCc2ccccc2)C1 (stereo unspecified)	-9%	-14%	-33%	i	0%	-21%	5	9%	2%
COc1ccc(-c2[nH]ncc2/C=N\NC(=O)c2cccs2)cc1OC	2%	-7%	12%	i	?	-1%	11	8%	-6%
CCc1ccccc1OCCCOc1ccc(OC)cc1	-24%	0%	-3%	i	0%	-4%	41	19%	-13%
Cc1ccc(/C(O)=C2\C(=O)C(=O)N(C)C2c2ccc([N+](=O)[O-])cc2)cc1 (stereo unspecified)	7%	4%	/	i	-12%	0%	-11	-3%	2%
Cc1cc(NS(=O)(=O)c2ccc(NC(=O)COc3c(C)cc(Br)cc3C)cc2)no1	-9%&-21%	-17%	4%	i	-18%	?	35	3%	-7%
Cc1ccc(C(=O)NC(=S)NNS(=O)(=O)c2ccccc2)cc1	-3%	-3%	-4%[11.3 µM]	i	-3%	-5%	-7	?	-4%
COc1ccc(CCNC(=O)CSc2nc(O)c(C(C)C)c(=O)[nH]2)cc1OC	-13%	-2%	-3%	i	1%	17%	0	7%	-3%
CC(C)COC(=O)NCCCOC(=O)Nc1ccccc1	0%	-1%	6%	i	-1%	-9%	-1	-2%	-10%
CC1(C)CC(=O)C2=C(C1)NC(=O)NC2c1ccc(Cl)cc1 (stereo unspecified)	6%	-2%	-11%	i	6%	-9%	-13	5%	-8%
CCOC(=O)Cn1nnnc1CN(Cc1cccs1)Cc1cc2cc(C)ccc2[nH]c1=O	-57%	3%	-16%	i	1%	-1%	6	24%	0%
COc1cc(/C=N\NC(=O)c2ccc(Cl)cc2)ccc1Oc1ccc([N+](=O)[O-])cn1	1%	-13%	-22%	i	-8%	-14%	-16	-4%	0%
Cc1ccc(S(=O)(=O)N(C)CC(=O)Nc2ccc3c(c2)OCO3)cc1	-6%	5%	-2%	i	-1%	2%	17	-3%	3%

Limited to KB-3-1 cytotox and HT1080-NT tox, for some of the entries so far:
| molecule | KB-3-1 cytotox | HT1080-NT tox |
| --- | --- | --- |
| O=C(Cc1ccccc1)NNC1CC(=O)N(c2ccc(Br)cc2)C1=O (stereo unspecified) | -2% | 8% |
| CCCCCCCc1nc2sc3c(c2c(=O)n1N)CC(C)(C)OC3 | -7% | 14% |

(list continues)
SMILES	HepG2 tox	HT1080-NT tox	ATXN2 expr inh	ATXN viability	SW480 rereplic	HT1080 IDH1KD tx	IL1B secr inh	MCF10A rereplic	KB-3-1 cytotox
O=C(CSc1ncn(-c2ccccc2)n1)Nc1nc(-c2ccccc2)cs1	-2%	-3%	-1%	i	14%	2%	9	7%	1%
Cc1ccc(C(=O)Nc2cccc(NC(=O)c3ccc(C)cc3)n2)cc1	-1%	2%	43%[activator]	i	-7%	2%	21	?	15%
CC1(C(=O)NS(=O)(=O)Cc2cccc(Cl)c2)CCN1C(=O)C1(c2ccc(Cl)cc2)CCC1 (stereo unspecified)	0%	-9%	15%	i	/	-2%	-10	/	-3%
Cc1ccccc1C(=O)N=c1ccn(-c2nc3ccccc3nc2NS(=O)(=O)c2ccc(F)cc2)cc1	-15%	1%	/	i	3%	-6%	3	?	?
CCOC(=O)Nc1ccc2c(c1)N(C(=O)N(CC)CC)c1ccccc1CC2	-1%	5%	-3%	i	3%	-3%	?	-45%[inhibitor]	-3%
Cc1ccc(S(=O)(=O)/N=C(\Sc2ccccc2)c2ccccc2)cc1	-8%	26%	20µM*	?	25%	-25%	-50*	?	-16%
O=C(Nc1nc(COc2ccccc2)cs1)C12CC3CC(CC(C3)C1)C2	-18%	6.3µM*	48%[activator]	i	-3%	?	-28	8.2µM*	0%
CCOC(=O)C1(CCCc2ccccc2)CCN(C(=O)COC)CC1	-4%	?	4%	i	-3%	25%	8	1%	7%
COc1ccccc1NC(=O)CCN1CC(C)OC(C)C1 (stereo unspecified)	-12%	0%	-6%	i	-2%	-1%	-6	-3%	-9%
C[C@@H](C(O)c1ccccc1)N(C)C(=O)CCc1ccccc1 (stereo partly specified)	0%	7%	3%	i	-10%	14%	31	?	-3%
Cc1ccc(NC(=O)CSc2ccccc2)cc1S(=O)(=O)N1CCCCC1	-2%	5%	-13%	?	-5%	-20%	-26	6%	/
O=C(Nc1c2c(nn1-c1ccc(Cl)cc1)CS(=O)(=O)C2)c1cccc(Cl)c1	-32%	/	?	i	/	/	/	/	-16%
CCCc1nn2c(=O)cc(COC(=O)c3ccco3)nc2s1	5%	/	7%	i	/	/	/	/	-7%
CC(=O)CCc1ccc(OCCCOc2cccc3cccnc23)cc1	-7%	-2%	/	?	-9%	1%	-12	0%	-12%
CCOC(=O)c1c(C)[nH]c(C(=O)CSc2nnnn2-c2ccccc2)c1C	-9%	1%	?	?	1%	-25%	-2	16%	4%
O=C(Nc1cccc(S(=O)(=O)NC2=NCCC2)c1)C1CCCCC1	7%	?	7%	i	?	4%	24	-1%	4%
O=C(c1ccc(Oc2ccccc2)cc1)c1nc2c(n1O)CCCC2	-14%	-3%[9.24 µM]	0%	i	?	?	-6	?	-11%
O=C1c2ccccc2CN1CCNS(=O)(=O)c1ccc2ccccc2c1	4%	9%	9%	?	-5%	2%	19	-1%	-4%
COCCSc1nnc(NC(=O)c2ccc(NC(C)=O)cc2)s1	6%	11%	3%	i	-1%	22%	17	-2%	?
O=C(COc1ccc(Cl)cc1)N(Cc1cccs1)C1CCS(=O)(=O)C1 (stereo unspecified)	-6%	0%	-11%	/	11%	-1%	-10	16%	-13%
O=C(O)CSc1nnnn1C1CCCCC1	-7%	14%	-31%	i	7%	12%	10	-3%	10%
CCCCCc1nc2c(C#N)c(-c3ccc(Cl)cc3)ccn2n1	-34%	-2%	2%	i	0%	-5%	-15	16%	1%
CC(C)c1nnc(NC(=O)CCN2C(=O)c3ccccc3C2=O)s1	1%	0%	8%	i	-7%	0%	7	2%	-4%
CCc1nn(CC(=O)Nc2ccc(C)c(F)c2)c(=O)c2cc3cc(C)ccc3n12	-5%	/	11%	i	/	/	/	/	1%
NC(=O)c1ccc(NC(=O)CN2CCOCC2)cc1	-6%	3%	/	i	-8%	2%	0	0%	22%
Cc1ccc2c(CNC3CCC(C)CC3)c(C(=O)O)n(Cc3cccc(F)c3)c2c1 (stereo unspecified)	-43%	/	7%	i	/	/	/	/	?
S=c1[nH]nc(-c2ccc3ccccc3n2)n1-c1ccc(Cl)cc1	-1%	10%	-13%	i	-1%	5%	47	?	4%
CCOC(=O)c1ccc(NC(=S)Nc2ccc(Cl)cn2)cc1	-4%	-3%	?	i	?	-8%	0	?	19%
COc1cc2ncnc(NCCc3ccccc3)c2cc1OC	-24%	10%	-25%	?	-1%	5%	0	3%	?
CCOC(=O)c1c(NC(=O)COC(=O)c2nc(Cl)ccc2Cl)sc(C(=O)NC)c1C	0%	16%	-1%	i	-142%[inhibitor]	14%	8	-5%	18%
COc1ccc(OC)c(N(CC(=O)N2CCN(c3cc(Cl)ccc3C)CC2)S(C)(=O)=O)c1	-25%	?	-32%	i	-2%	?	-29	9%	-10%
